Pol iota inh = qHTS for Inhibitors of Polymerase Iota; Potency, µM (titrated, usually from 115 µM), for the others: at the top dose activity, negative = inhibition, usual class: inhibitors; AID 588590, 2011; actives 1% (n = 390,000); DNA polymerase iota (Homo sapiens), Q9UNA4; Pol iota fluorescent replication assay, 10 min
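Fluorescent replication assay read twice, at 0 min and 10 min after adding 50 nM (final) substrate. Enzyme (10 nM) and compounds were first incubated 15 min at room temperature; enzyme-free buffer wells were negative controls.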
PGK inhibitor = qHTS Assay to Find Inhibitors of Phosphoglycerate Kinase. PGK/GAPDH coupled, Kinase-Glo luminescence, 60 min. Potency, µM (doses to about 57.5 µM), for the others: at the highest dose activity change, negative = inhibition, hits mostly inhibitors. actives 0.043% (n = 380,000); note: % is set by controls: 0 for no effect and ±100 for the full control effect; nearly all actives have a fitted effect of over 60% in size
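Luminescent ATP detection (Kinase-Glo Plus) follows a 60-minute room-temperature incubation, with wells lacking PGK as controls. Buffer: 100 mM TEA (pH 7.6), 5 mM MgCl2, 0.01% Tween-20. Coupling enzyme GAPDH (100 nM final) supplies unstable 1,3-BPG in-well.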
Pin1 inhibitor = qHTS Assay to Find Inhibitors of Pin1. Peptidyl-prolyl cis-trans isomerase NIMA-interacting 1 (Homo sapiens), Q13526. Pin1 FP peptide displacement, HiFluor488, 10 min. Potency, µM (series often up to 115 µM), inactives show at the highest dose activity, negative = inhibition, most hits filed as inhibitors. actives 0.009% (n = 390,000); active = well fitted inhibition curve with a large enough effect in the polarisation, with a control signal flat, not every such curve was filed as active; inconclusive = small, poorly fitted or top-dose-only effect, or effect the other way, or a change in a side signal; inactive = no such curve, though single readings can be large or run the other way; the % refers to the polarisation; note: % is set by controls: 0 for no effect and ±100 for the full control effect
HP1b chromo inh = HTS for Inhibitors of HP1-beta Chromodomain Interactions with Methylated Histone Tails; AlphaScreen HP1-beta / biotin-H3K9me3 peptide binding; Chromobox protein homolog 1 (Homo sapiens), P83916; actives 0.56% (n = 390,000); Potency, µM (top dose mostly 114 µM), without a hit: at the highest dose activity change, negative = inhibition, most hits filed as inhibitors; AID 540317, 2011; note: nearly all actives have a fitted effect of over 70% in size; inactives centre near 23
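Compound inhibition of the preformed complex between 50 nM HP1-beta and 50 nM biotinylated H3K9me3 peptide was read by AlphaScreen. Buffer was PBS pH 7.4 with 0.01% Tween-20. Incubations ran 30 min at room temperature, with 10 ug/mL donor/acceptor beads.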
GLS inhibitor = qHTS for Inhibitors of Glutaminase (GLS) | Glutaminase kidney isoform, mitochondrial (Homo sapiens), O94925 | GLS enzymatic activity, qHTS titration | Potency, µM (series often up to 45.5 µM), for inactives: at the top dose activity change, negative = inhibition, most hits filed as inhibitors | actives 0.21% (n = 410,000) | AID 624170, 2012; note: % is set by controls: 0 for no effect and ±100 for the full control effect
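Coupled fluorescence readout: glutamate oxidase/HRP/Amplex Red detect glutamate formed by hKGA from L-glutamine (1 mM solution added). Buffer 45 mM KH2PO4 pH 8.2, 0.02% Tween-20; reads at t0 and 30 min RT.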
BAZ2B block = qHTS Assay for Inhibitors of BAZ2B; Bromodomain adjacent to zinc finger domain protein 2B (Homo sapiens), Q9UIF8; AlphaScreen BAZ2B-H3K14Ac peptide displacement; Potency, µM (doses to about 114 µM), for inactives: at the highest dose activity change, negative = inhibition, usual class: inhibitors; actives 4.4% (n = 360,000); AID 504333, 2011; note: % is set by controls: 0 for no effect and ±100 for the full control effect; nearly all actives have a fitted effect of over 60% in size
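Compounds, titrated to a top concentration of 110 uM, were incubated 30 min at room temperature with preformed BAZ2B/acetyl-K14 H3 peptide complex (50 nM each). Proximity signal was measured by AlphaScreen after 20 min with beads.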
BLM helicase inh = qHTS Assay for Inhibitors of Bloom's syndrome helicase (BLM) | RecQ-like DNA helicase BLM (Homo sapiens), P54132 | recombinant BLM DNA unwinding, fluorescence dequenching | Potency, µM (doses to about 56.1 µM), for inactives: at the top dose activity change, negative = inhibition, actives largely listed as inhibitors | actives 0.2% (n = 350,000) | AID 2528, 2010;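 note: plate controls were vehicle for no effect and no enzyme for full effect; nearly all actives have a fitted effect of over 35% in size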
JMJD2A Tudor inh = qHTS Assay for Inhibitors of JMJD2A-Tudor Domain. Potency, µM (doses to about 114 µM), for inactives: top-dose activity change, negative = inhibition, actives largely listed as inhibitors. AID 504339, 2011. Lysine-specific demethylase 4A (Homo sapiens), O75164. actives 4.4% (n = 390,000). AlphaScreen JMJD2A-Tudor / H3K4me3 peptide binding; note: % is set by controls: 0 for no effect and ±100 for the full control effect; nearly all actives have a fitted effect of over 50% in size
Target sequence (O75164 whole entry, looked up, the tested form may be a part): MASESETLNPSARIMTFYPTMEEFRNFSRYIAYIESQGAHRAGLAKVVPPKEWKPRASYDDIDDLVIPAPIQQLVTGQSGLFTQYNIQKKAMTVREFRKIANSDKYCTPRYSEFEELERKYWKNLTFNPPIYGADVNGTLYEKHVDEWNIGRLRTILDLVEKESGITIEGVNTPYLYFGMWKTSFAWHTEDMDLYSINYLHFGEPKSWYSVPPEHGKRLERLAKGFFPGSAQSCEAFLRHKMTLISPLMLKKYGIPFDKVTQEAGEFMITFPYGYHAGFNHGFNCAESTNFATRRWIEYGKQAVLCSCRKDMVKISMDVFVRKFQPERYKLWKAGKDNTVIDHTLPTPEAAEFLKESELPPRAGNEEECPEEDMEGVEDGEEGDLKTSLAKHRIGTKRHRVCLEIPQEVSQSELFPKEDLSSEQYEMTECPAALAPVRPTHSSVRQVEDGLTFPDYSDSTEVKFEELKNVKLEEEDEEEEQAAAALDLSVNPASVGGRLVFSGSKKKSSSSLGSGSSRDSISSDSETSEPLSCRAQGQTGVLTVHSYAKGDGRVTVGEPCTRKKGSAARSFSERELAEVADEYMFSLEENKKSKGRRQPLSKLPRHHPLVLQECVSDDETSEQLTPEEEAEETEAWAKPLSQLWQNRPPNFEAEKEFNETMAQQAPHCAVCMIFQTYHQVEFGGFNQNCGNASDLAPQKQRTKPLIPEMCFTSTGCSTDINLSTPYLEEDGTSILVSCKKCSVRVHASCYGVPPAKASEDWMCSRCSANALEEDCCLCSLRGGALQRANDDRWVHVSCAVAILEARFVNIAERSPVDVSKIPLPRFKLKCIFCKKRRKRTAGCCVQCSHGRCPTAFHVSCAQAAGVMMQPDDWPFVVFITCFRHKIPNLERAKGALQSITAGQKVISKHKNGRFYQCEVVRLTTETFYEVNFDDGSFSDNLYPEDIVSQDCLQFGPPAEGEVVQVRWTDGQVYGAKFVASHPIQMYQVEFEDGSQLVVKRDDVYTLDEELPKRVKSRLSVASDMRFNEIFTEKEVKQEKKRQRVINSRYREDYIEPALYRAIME
G9a block = qHTS Assay for Inhibitors of Histone Lysine Methyltransferase G9a. actives 8.8% (n = 350,000). G9a H3K9 monomethylation, AlphaScreen, 2 h. Potency, µM (highest dose often 102 µM), without a hit: top-dose activity, negative = inhibition, usual class: inhibitors. AID 504332, 2011; note: % is set by controls: 0 for no effect and ±100 for the full control effect; nearly all actives have a fitted effect of over 75% in size
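Quantitative HTS format: methyltransferase activity on a biotin-tagged H3K9 peptide is measured by AlphaScreen, using a rabbit anti-monomethyl-H3K9 antibody with streptavidin donor and anti-IgG acceptor beads. Final levels are 20 nM enzyme, 500 nM peptide, 20 uM SAM; 2 h RT.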
The depositor's hits bear a star; i = inactive; u = inconclusive; x = not tested or not shown; [ ] = remark or other dose. Unless noted, calls come from the whole dose curve; as a rule, active = well fitted curve in the direction sought with a large enough effect; inconclusive = small, poorly fitted or top-dose-only effect, or another doubt; inactive = no such curve, though single readings can be large; an effect the other way counts as inactive or inconclusive. Potency is the fitted concentration of half-maximal effect.

entry	SMILES	Pol iota inh	PGK inhibitor	Pin1 inhibitor	HP1b chromo inh	GLS inhibitor	BAZ2B block	BLM helicase inh	JMJD2A Tudor inh	G9a block
1	CCN(CC)CCOC(=O)c1ccc(NC(=O)CCn2c(=O)oc3ccccc32)cc1	-3%	1%	0%	35%	7%	-3%	-1%	-6%	-6%[59 µM]
2	CCC(=O)N1CCc2cc(Br)cc(S(=O)(=O)CCC(=O)NCCc3ccccc3Cl)c21	-15%	u	0%	19%	-10%	-15%	2%	-27%	-21%[59 µM]
3	CCCOc1ccc(/C(O)=C2/C(=O)C(=O)N(CCCn3ccnc3)C2c2cccnc2)cc1 (centres undefined)	56%[activator]	10%	-4%	7%	-3%	u	-5%	-14%	u
4	CCOc1ccc(N(CC(=O)NCc2ccc(C)cc2)S(=O)(=O)c2c(C)noc2C)cc1	9%	-9%	1%	11%	3%	x	-1%	-12%	1%[59 µM]
5	Cc1cc(-c2nc(C)c(C(=O)NNC(=O)NC(C)C)s2)no1	164%[activator]	i	0%	25%	-24%	5%	-4%	-1%	-31%
6	COc1ccc(-c2c(NC(=O)c3ccco3)oc3ccc(Cl)cc3c2=O)cc1	19%	i	-8%	55%[activator]	2%	-25%	-1%	-5%	35%
7	CN(C(=O)c1ccc(N2CCOCC2)c([N+](=O)[O-])c1)C1CCCCC1	36%[activator]	-5%	-5%	24%	-7%	-8%	-11%	-9%	19%
8	CC(C)CCNC(=O)C1CCN(S(=O)(=O)c2ccc3c(c2)CCC(=O)N3)CC1	20%	-2%	8%	35%[activator]	-2%	-10%	1%	0%	-35%
9	Cn1cnc2c(N/N=C/c3cccs3)ncnc21	41%[activator]	-10%	-6%	25%	-5%	-13%	0%	u	4%
10	CCC(C)CCN1C(Nc2ccccc2)=NC[C@@H]1C (some centres undefined)	6%	i	-9%	46%[activator]	-1%	1%	0%	-3%	u
11	Cc1cccc(OCC(O)CN2CC3(C)CC2CC(C)(C)C3)c1 (centres undefined)	2%	-9%	-3%	-34%	15%	u	0%	18µM*	28µM*
12	CC(NC(=O)C(C)(C)C)c1nc2ccccc2n1C (centres undefined)	1%	-10%	-10%	30%[activator]	-9%	-1%	2%	-1%	-3%[59 µM]
13	N#C/C(=C\c1ccc(N2CCOCC2)cc1)c1ccccc1	-9%	i	19%	-1%	8%	-5%	-9%	-30%	5%[59 µM]
14	CCCCN(C(=O)c1cc2c(s1)CCCC2)c1c(N)n(CCC)c(=O)[nH]c1=O	13%	0%	-29%	23%	-12%	3%	x	-6%	u
15	Cc1ccc(NC(=O)c2ccc(Oc3ncccn3)cc2)cc1	21%	i	-1%	15%	0%	-15%	-6%	-23%	20%[12.7 µM]

The last four entries of the section before open the next one.
Order of results – Pol iota inh, PGK inhibitor, Pin1 inhibitor, HP1b chromo inh, GLS inhibitor, BAZ2B block, BLM helicase inh, JMJD2A Tudor inh, G9a block
(12) CC(NC(=O)C(C)(C)C)c1nc2ccccc2n1C (centres undefined)
 : 1%, -10%, -10%, 30%[activator], -9%, -1%, 2%, -1%, -3%[59 µM]
(13) N#C/C(=C\c1ccc(N2CCOCC2)cc1)c1ccccc1
 : -9%, i, 19%, -1%, 8%, -5%, -9%, -30%, 5%[59 µM]
(14) CCCCN(C(=O)c1cc2c(s1)CCCC2)c1c(N)n(CCC)c(=O)[nH]c1=O
 : 13%, 0%, -29%, 23%, -12%, 3%, x, -6%, u
(15) Cc1ccc(NC(=O)c2ccc(Oc3ncccn3)cc2)cc1
 : 21%, i, -1%, 15%, 0%, -15%, -6%, -23%, 20%[12.7 µM]
(16) COc1ccccc1/C=N/N1CCN(c2ccc(Cl)cc2)CC1
 : 19%, -1%, -2%, 20%, 5%, 50µM*, -6%, 40µM*, 5%[0.501 µM]
(17) Cc1ccccc1-c1nnc(SCc2ccc(F)cc2)o1
 : 89µM*, i, 4%, 156%, 5%, 253%[activator], -5%, 126%[activator], 97%[activator][59 µM]
(18) CCN(Cc1ccccc1)C(=O)c1c[nH]c2ccc(S(=O)(=O)N(C)CCC#N)cc2c1=O
 : 6%, -10%, -6%, 14%, 11%, 1%, -2%, -6%, -7%
(19) O=C(NCc1ccc(F)cc1)C1CCC(CNS(=O)(=O)c2ccccc2)CC1 (centres undefined)
 : -22%, x, 0%, 30%, -1%, 0%, -4%, -22%, 19%
(20) O=S(=O)(c1cccs1)N1CCN(c2ccc(F)cc2)CC1
 : 17%, -2%, -15%, 8%, 6%, -2%, -2%, -4%, 9%
(21) COc1ccc(-c2noc(-c3ccc(NCc4ccco4)c([N+](=O)[O-])c3)n2)cc1OC
 : 24%, -1%, -11%, 18%, 5%, -11%, -1%, -8%, -9%[59 µM]
(22) COc1ccc(CCNC(=O)COC(=O)C23CC4CC(CC(Br)(C4)C2)C3)cc1
 : -6%, i, 1%, 43%[activator], -12%, 0%, -3%, 9%, 26%[59 µM]
(23) N#C/C(=N\Nc1ccc(S(=O)(=O)N2CCc3ccccc32)cc1)C(N)=S
 : 45%[activator], 2%, 1%, 6.3µM*, 0%, 32µM*, -5%, u, 16µM*
(24) O=C(COc1ccccc1Br)N1CCN(C(=O)c2cccs2)CC1
 : -2%, 2%, 2%, 15%, 12%, 0%, x, -8%, -4%[2.33 µM]
(25) Cc1cc(C)n2nc(-c3cnn(C)c3C(F)(F)F)cc2n1
 : 24%, 1%, 1%, 32%, -1%, -30%, 0%, -5%, 45%[59 µM]

A few values from above.
Reading of no. 17 in BLM helicase inh: -5%
Reading of no. 13 in Pol iota inh: -9%
Reading of no. 18 in JMJD2A Tudor inh: -6%
Reading of no. 20 in JMJD2A Tudor inh: -4%
Reading of no. 4 in GLS inhibitor: 3%
Reading of no. 10 in GLS inhibitor: -1%

The results go on.
Order of results – Pol iota inh, PGK inhibitor, Pin1 inhibitor, HP1b chromo inh, GLS inhibitor, BAZ2B block, BLM helicase inh, JMJD2A Tudor inh, G9a block
(26) COc1ccc(OCCCCn2c(CO)nc3ccccc32)cc1
 : 58%[activator], i, 0%, 18%, 3%, u, -1%, -31%, u
(27) COc1ccc2c(c1)c1c(c(=O)n(-c3cccc(Cl)c3)c(=O)n1CC(=O)NCC1CCCO1)n2C (centres undefined)
 : 18%, -7%, 2%, 40%[activator], -4%, -8%, -11%, -7%, -3%[59 µM]
(28) CC(C)CCc1noc(CN2CCC(CCN3CCCC3=O)CC2)n1
 : 161%[activator], i, 1%, 40%[activator], -11%, -7%, 0%, -6%, 17%[59 µM]
(29) CCc1cc(=O)[nH]c(-n2[nH]c(-c3ccccc3)cc2=O)n1
 : u, -7%, -9%, 30%, 7%, -1%, 0%, -10%, -4%
(30) CCOc1ccc(S(=O)(=O)c2cn(Cc3ccc(C)cc3)c3ccc(OC)cc3c2=O)cc1
 : 36%[activator], 9%, 19%, 30%, -19%, 5%, -10%, -15%, 1%[59 µM]
(31) CCCCn1c(SCC(=O)Nc2nnc(C(C)C)s2)nc2c1c(=O)n(C)c(=O)n2C
 : 19%, -1%, -8%, 29%, 2%, -4%, -2%, -9%, 14%[59 µM]
(32) Cc1cc(C)c(S(=O)(=O)N2CCN(C(=O)c3cc4ccccc4o3)CC2)c(C)c1
 : -3%, -6%, 18%, 11%, 9%, 2%, x, -12%, -4%
(33) Cc1ccc(-n2c(SCn3nnc4ccccc4c3=O)nnc2-c2cccnc2)c(C)c1
 : 6%, 2%, -5%, 23%, 0%, 12%, -14%, -17%, 3%[59 µM]
(34) COc1ccc(OC)c2sc(NC(=O)c3ccc(S(=O)(=O)N(C)C)cc3)nc12
 : 9%, -5%, 4%, 19%, 5%, -3%, -9%, -18%, u
(35) CC1C(=O)C(C)C(c2ccc([N+](=O)[O-])cc2)NC1c1ccc([N+](=O)[O-])cc1 (centres undefined)
 : 58%[activator], i, 1%, -7%, -7%, -28%, -3%, -33%, 24%[12.7 µM]

Reprinted from the part before: two entries, then new ones.
Order of results – Pol iota inh, PGK inhibitor, Pin1 inhibitor, HP1b chromo inh, GLS inhibitor, BAZ2B block, BLM helicase inh, JMJD2A Tudor inh, G9a block
(34) COc1ccc(OC)c2sc(NC(=O)c3ccc(S(=O)(=O)N(C)C)cc3)nc12
 : 9%, -5%, 4%, 19%, 5%, -3%, -9%, -18%, u
(35) CC1C(=O)C(C)C(c2ccc([N+](=O)[O-])cc2)NC1c1ccc([N+](=O)[O-])cc1 (centres undefined)
 : 58%[activator], i, 1%, -7%, -7%, -28%, -3%, -33%, 24%[12.7 µM]
(36) CCOC(=O)Cc1csc(NC(=O)c2sc3nc4c(C)cc(C)cc4cc3c2N)n1
 : 50µM*, x, u, 29%, -4%, -4%, -11%, -10%, u
(37) O=C(NCCN1CCCCC1)c1ccco1
 : 13%, 0%, -8%, 26%, 10%, 6%, -2%, 10%, 1%[59 µM]
(38) CCOC(=O)c1[nH]c(C)c(CCC(=O)NCc2cccc(Cl)c2)c1C
 : -15%, i, -2%, 12%[57 µM], -6%, -2%, -5%, -19%, -5%[59 µM]
(39) O=C(CSc1nnc(CNc2ccccc2)o1)c1ccc2c(c1)OCCO2
 : u, -11%, 29%, -18%, 24%, -10%, -7%, -21%, 6%[12.7 µM]
(40) COc1ccc(C(=O)NCCSc2ccccc2)cc1OC
 : 68%[activator], 8%, 0%, -14%, u, -15%, -2%, 11µM*, -6%
(41) Cc1ccc(C)c(S(=O)(=O)N2CCN(C(=O)c3cnccn3)CC2)c1
 : 6%, -5%, 0%, 29%, 1%, 5%, 0%, -9%, 3%[59 µM]
(42) Cc1ccc(OCCSCc2nnc(NC(=O)Nc3cccc(Cl)c3)s2)cc1
 : -6%, 1%, 28%, 32%, 9%, 8%, -5%, -8%, -11%[59 µM]

These rows are one share of the data; rates above refer to the full screens.
